# PGE2 EP2 inh – inhibitors of human EP2 prostaglandin E2 receptor; P43116; C6 glioma cells expressing human EP2, cAMP TR-FRET; cells stimulated with saturating PGE2; inhibition, % at 25 µM; 0.52% of 260,000 active; AID 1422;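 active means percent inhibition above 40 after rounding to a whole number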;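 further: rat C6 glioma host cells with rolipram phosphodiesterase inhibitor present; the protocol text gives 20 µM as final concentration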
# Target sequence (P43116 whole entry, looked up): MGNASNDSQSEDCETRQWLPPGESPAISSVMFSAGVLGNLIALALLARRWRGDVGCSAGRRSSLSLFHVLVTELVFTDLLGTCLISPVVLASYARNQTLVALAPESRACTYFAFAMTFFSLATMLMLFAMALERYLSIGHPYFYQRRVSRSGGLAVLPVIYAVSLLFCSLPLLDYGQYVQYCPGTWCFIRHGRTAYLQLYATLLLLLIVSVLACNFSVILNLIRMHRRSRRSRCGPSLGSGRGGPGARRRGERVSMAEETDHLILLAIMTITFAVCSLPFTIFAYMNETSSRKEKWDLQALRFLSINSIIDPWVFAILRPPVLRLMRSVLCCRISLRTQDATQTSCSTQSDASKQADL
# Numbers without * were called inactive; & = joins results of further samples. These rows are one share of the data; count on the stated rates, not on these rows.
item	molecule	PGE2 EP2 inh
1	COc1ccc(/C(O)=C2/C(=O)C(=O)N(CCN3CCOCC3)C2c2ccc(OC)cc2OC)c(C)c1 (stereo unspecified)	6
2	CCC(=O)N1CCN(c2ccc(NC(=O)c3cccc(Cl)c3Cl)cc2)CC1	16
3	Clc1ccccc1Cn1nnc2c(N3CCCc4ccccc43)ncnc21	22
4	COc1ccccc1CN1[C@@H](CC(C)=O)c2cc(C(F)(F)F)ccc2S1(=O)=O	3
5	CCOC(=O)CSc1nc2ccccc2c(=O)n1-c1ccc(F)cc1	8
6	CN1CCC(N(CCO)CC2(c3ccc(Cl)cc3Cl)CC2)CC1	2
7	CCOc1cc(C2C(C#N)=C(N)Oc3n[nH]c(C)c32)c(C)cc1OC (stereo unspecified)	9
8	C/C(N[O-])=C(\C)[N+]([O-])=[Co].CC(=N\[O-])/C(C)=N/[O-].O[C@@H]1[CH-]CCCC1.c1ccncc1	43*
9	C=CC(=O)N1c2c(C)cccc2C(=C2SC(C(=O)OC)=C(C(=O)OC)S2)C(=S)C1(C)C	4
10	C=CCN1CCN(C(CCC)c2nnnn2C2CCCCC2)CC1 (stereo unspecified)	6
11	CCOc1ccc(S(=O)(=O)N(CC(=O)N2CCOCC2)c2ccc(F)cc2)cc1	15
12	Cc1cc2cc3c(cc2nc1SCC(=O)NC1CCCCC1)OCO3	10
13	Cc1cccc(N2CCN(C(c3cc4cccc(C)c4[nH]c3=O)c3nnnn3C(C)(C)C)CC2)c1C (stereo unspecified)	13
14	Cc1ccc2[nH]c(=O)c(CN(Cc3cccs3)Cc3nnnn3C3CCCC3)cc2c1	15
15	COc1cc2cc(CN(Cc3cccs3)Cc3nnnn3C(C)(C)C)c(=O)[nH]c2cc1OC	7
16	CC(C)c1ccc2[nH]c3nc(SCC(=O)NC4CC4)nnc3c2c1	11
17	Cc1ccccc1OCC(=O)Nc1ccncc1	4
18	CCOC(=O)c1ccc2nc(NC(=O)c3cc(N)cc(N)c3)sc2c1	12
19	Cc1cccc(-c2ocnc2C(=O)NC(C)c2ccccn2)c1 (stereo unspecified)	3
20	Cc1ccc2[nH]c(=O)c(CN(CCO)C(=O)Nc3ccccc3Cl)cc2c1	8
21	Cc1cc(C)cc(OCC(=O)N2CCCC2)c1	5
22	CCOC(=O)C(C)n1cnc2sc3c(c2c1=O)CCCC3 (stereo unspecified)	9
23	CCOc1ccc2[nH]c(=O)c(CN(C3CCCCC3)C(CC)c3nnnn3C3CCCC3)cc2c1 (stereo unspecified)	11
24	Cn1c(SCC(=O)Nc2ccccc2Cl)nnc1-c1ccco1	8
25	Cc1[nH]c(=O)[nH]c(=O)c1CSCC(=O)OCC(=O)Nc1ccc(Br)cn1	9
26	O=C(CN1CCC(n2nnc3cc(C(F)(F)F)ccc32)CC1)Nc1cccc(F)c1	10
27	CC(=O)c1ccc(NC(=O)CN2CCC(n3nnc4cc(C(F)(F)F)ccc43)CC2)cc1	14
28	c1coc(CNCc2cccc3ccccc23)c1	4
29	O=C(CSc1nc2cc(Cl)ccc2s1)NC1CCCC1	8
30	CCOc1ccc(N(C(C)C(=O)NCc2ccc3c(c2)OCO3)S(C)(=O)=O)cc1 (stereo unspecified)	11

# Results in sequence from the list:
# Nos. 3 to 13 in PGE2 EP2 inh: 22, 3, 8, 2, 9, 43*, 4, 6, 15, 10, 13

# 3 neighbouring records already listed, quoted:
item	molecule	PGE2 EP2 inh
25	Cc1[nH]c(=O)[nH]c(=O)c1CSCC(=O)OCC(=O)Nc1ccc(Br)cn1	9
26	O=C(CN1CCC(n2nnc3cc(C(F)(F)F)ccc32)CC1)Nc1cccc(F)c1	10
27	CC(=O)c1ccc(NC(=O)CN2CCC(n3nnc4cc(C(F)(F)F)ccc43)CC2)cc1	14

# The list continues:
item	molecule	PGE2 EP2 inh
31	CC1Cc2ccccc2CNC12CCCCC2 (stereo unspecified)	6
32	O=C1C=Cc2ccccc2/C1=C\c1c(O)[nH]c(=S)[nH]c1=O	11
33	Cc1cccc(-n2c(O)c(C=Nc3ccc(S(=O)(=O)N4CCCCC4)cc3)c(=O)[nH]c2=O)c1	4
34	COc1ccc2cc(CN(Cc3nnnn3Cc3ccco3)C3CCCCC3)c(=O)[nH]c2c1	8
35	Cc1ccc2cc(CN(Cc3ccccc3)C(=O)NC3CCCCC3)c(=O)[nH]c2c1C	13
36	Cc1ccc2cc(C#N)c(SCC(=O)Nc3nc4ccccc4s3)nc2c1	12
37	O=C1NC(=O)N(c2cccc(Br)c2)C(=O)/C1=C/c1cccc(O)c1	9
38	CCn1c(COc2cccc3ccccc23)nnc1SC(C)C(=O)OC (stereo unspecified)	8
39	C=Cc1c(C)/c2[n-]/c1=C\c1[n-]c(c(CC)c1C)/C=c1\[n-]c3c(c1C)C(=O)C(C(=O)[O-])C=3c1[n-]c(c(C)c1CCC(=O)[O-])\C=2.[Cu].[Na+].[Na+] (stereo unspecified)	17
40	Cc1cc(C)c2cc(C(c3nnnn3C3CCCC3)N3CCc4ccccc4C3)c(=O)[nH]c2c1 (stereo unspecified)	16
41	COc1ccc2cc(C#N)c(SCC(=O)Nc3ccc(C)cc3C)nc2c1	22
42	CCc1nn(CC(=O)O)c(=O)c2cc3sccc3n12	6
43	Cc1nc2nc[nH]n2c(=O)c1Cl	8
44	O=C(O)c1cc(C(=O)C(=O)c2cc(C(=O)O)c(O)c3ccccc23)c2ccccc2c1O	30
45	COc1ccc2[nH]c(=O)c(CN(CCO)Cc3nnnn3Cc3ccco3)cc2c1	10
46	O=C(Cn1nc(C(F)(F)F)c2c1CCC2)N1CCCc2ccccc21	8
47	Cc1ccc(S(=O)(=O)NCC(=O)N2CCOCCOCCOCCOCC2)cc1	12
48	CCN1CCN(c2nc3c(c(=O)[nH]c(=O)n3C)n2Cc2ccccc2)CC1	10
49	Cc1cc(N(C)CCO)n2nc(-c3cccs3)cc2n1	10
50	COc1ccc(/C=C\c2nc(O)c([N+](=O)[O-])c(=O)[nH]2)cc1O	17
51	C[n+]1cn(CC(O)COc2ccc(F)cc2)c2ccccc21 (stereo unspecified)	7
52	O=C1c2ccccc2S(=O)(=O)N1c1ccc(F)cc1	16
53	CCCNc1nc2c(c(=O)n(C)c(=O)n2C)n1Cc1ccc(Cl)cc1	10
54	CCc1ccc2[nH]c(=O)c(CN(CCN3CCOCC3)Cc3nnnn3C(C)(C)C)cc2c1	19
55	O=C(c1nsc(N2CCCCC2)c1Cl)N1CCCCC1	12
56	COc1cccc(CN2C(=O)[C@@H]3Cc4c([nH]c5ccccc45)C(C)(C)N3C2=O)c1	9
57	CCC(C)NC(=O)CSc1nc2c(C)ccc(C)c2cc1C#N (stereo unspecified)	13
58	CCc1cc2ccc(C)c(C)c2nc1SCC(=O)Nc1c[nH]c(=O)[nH]c1=O	13
59	CCOC(=O)COc1ccc(C2C(C#N)=C(N)Oc3n[nH]c(C)c32)cc1 (stereo unspecified)	12
60	CCC(CC)c1nnc(NC(=O)c2ccccc2F)s1	12
61	Cc1cc2c(cc3c(=O)n(CC(=O)O)nc(C)n32)o1	1
62	C=CCNC(=O)c1c(CSc2ccc(Cl)cc2)noc1C(=O)NCCC	5
63	Cc1cccc(NC(=O)CSc2nc3sc4c(c3c(=O)n2C)CCCC4)c1C	8
64	CS(=O)(=O)N(CC(=O)N1CCOCC1)c1ccc(Cl)cc1Cl	13
65	Cc1nc(-c2ccccc2)c(CC(=O)NCc2noc(-c3ccccc3)n2)s1	0
66	COc1ccc(NC(=O)CSc2nnc3c(C)cc4cc5c(cc4n23)OCCO5)cc1	21
67	O=C(O)c1ccn[nH]1	19
68	COc1ccccc1C1(O)CCCN(CC(O)c2ccc3c(c2)CCCN3C(C)=O)C1 (stereo unspecified)	2
69	COc1cc2c(cc1C1C(C#N)=C(N)OC3=C1C(=O)CC(C)(C)C3)OCO2 (stereo unspecified)	8
70	Cc1ccc(C)c(NC(=O)c2cc3n(n2)C(C(F)(F)F)CC(c2ccco2)N3)c1 (stereo unspecified)	13
71	COc1cccc(C(=O)N2CCN(C3CCC(C)CC3)CC2)c1OC (stereo unspecified)	7
72	CCOCCCNc1c(C)c(C)nc2c(-c3ccc(OC)cc3)c(C)nn12	8
73	NS(=O)(=O)c1cc2c(cc1Cl)NC(C1CC3C=CC1C3)NS2(=O)=O (stereo unspecified)	12
74	CC(OC(=O)c1nsc(Cl)c1Cl)C(=O)NC1CCCC1 (stereo unspecified)	8
75	Cc1ccc2nc(C3CCCN(C(=S)NCc4ccco4)C3)[nH]c2c1 (stereo unspecified)	10
76	CC1=C(C#N)c2nc(N)c(C#N)c(C)c2/C1=C\c1ccc(N2CCOCC2)cc1	6
77	CC1(C)Oc2ccc(C(=O)NC3CCCCC3)cc2N(CC(=O)N2CCCCC2)C1=O	10
78	COc1cc2cc(CN(Cc3cccnc3)C(=O)Nc3ccc(F)cc3)c(=O)[nH]c2cc1OC	10
79	O=C(Nc1nc2ccc(F)cc2s1)c1ccccc1F	6
80	O=C(c1ccc(F)cc1)N1CCCc2cc(C(O)CN3CCCC3)ccc21 (stereo unspecified)	8
81	CCNC(=S)N(CCN(C)C)Cc1cc2c(C)ccc(C)c2[nH]c1=O	3
82	CC1CCN(c2nc3c(c(=O)[nH]2)CCN(Cc2ccc(F)c(F)c2)C3)CC1	16
83	CCOc1ccc(C(=O)Nc2nnn(CC)n2)cc1Br	8
84	COc1ccc(NC(=O)Cn2cc(C(=O)C3CC3)c3ccccc32)cc1	16
85	CCOc1ccc(NC(=O)CSc2nc(-c3ccco3)cc(C(F)(F)F)n2)cc1	11
86	Cc1ccc(CN(CCCn2ccnc2)Cc2ccc3c(c2)n(C)c(=O)n3C)s1	8
87	COC(=O)CC1C(=O)NCCN1Cc1cn(CC(=O)NC(C)C)c2ccccc12 (stereo unspecified)	6
88	COCCNc1nc(-c2cc(C(=O)Nc3ccccc3)on2)cc(C(C)C)n1	11
89	C#CCOc1ccc(C2C3=C(CC(C)(C)CC3=O)N(C)C3=C2C(=O)CC(C)(C)C3)cc1OC	9
90	CC(=O)N1CCCCC1C12CC3CC(CC(C3)C1)C2 (stereo unspecified)	6

# Continuation.
item	molecule	PGE2 EP2 inh
91	CCc1nn(CC(=O)N2CCCCCC2)c(=O)c2cc3occc3n12	5
92	COCCNC(=O)c1cc(-c2ccc(Cl)cc2Cl)on1	9
93	CCCn1c(=O)c(C(=O)Nc2ccccc2OC)c(O)c2ccccc21	14
94	Cn1c(Cc2ccccc2)nnc1SCC(=O)Nc1nc2c(s1)CCCC2	5
95	Cc1cc(C(=O)N2CCCC(c3noc(-c4ccccn4)n3)C2)on1 (stereo unspecified)	7
96	O=C(O)COc1c(Cl)cc(Cl)c2cccnc12	16
97	COc1ccc(S(=O)(=O)N2CCC(C(=O)Nc3cc(Cl)ccc3OC)CC2)cc1	8
98	CCC(CN1CCOCC1)NC(=O)Cc1csc(-c2ccccc2F)n1 (stereo unspecified)	6
99	Cc1c(C(N)=O)sc2ncn(Cc3c(Cl)cccc3Cl)c(=O)c12	18
100	COc1ccc(NC(=O)CCSc2nc(-c3ccc(OC)cc3)cc(C(F)(F)F)n2)cc1	21
101	CC(NCCN(C)C)C(=O)NCC1CCCO1 (stereo unspecified)	8
102	O=C1OC2(CCCCC2)OC(=O)C1=Cc1ccc(Cl)cc1	34
103	COc1ccc(C(O)CN2CCC3(CC2)CC(O)c2cc(F)ccc2O3)cc1 (stereo unspecified)	6
104	Cc1ccc(S(=O)(=O)Nc2nc(C)c(NC(=O)Nc3nc(C)cc(C)n3)s2)cc1	3
105	Fc1ccccc1N1CCN(Cc2ccccn2)CC1	7
106	CCc1n(CC(O)COc2ccc(Cl)cc2)c2ccccc2[n+]1C (stereo unspecified)	7
107	O=C(CSc1ncccn1)Nc1cccc(Cl)c1Cl	5
108	COc1cc(/C=C\c2nc(O)c([N+](=O)[O-])c(=O)[nH]2)cc(OC)c1	12
109	COc1ccccc1N1CCN(CCN2C(=O)CC3(CCCC3)CC2=O)CC1	12&7
110	CCOc1ccc(NC(=O)NC2CC3CCCC(C2)N3Cc2ccccc2)cc1 (stereo unspecified)	3
111	Cc1ccc(C)c([C@@H]2NC(=O)c3ccccc3N2)c1	15
112	COc1ccc(CN(Cc2cnc(C(C)C)nc2)CC2CCCO2)c(OC)c1 (stereo unspecified)	1
113	Cc1ccccc1C(=O)NC(C)c1n[nH]c(=S)n1C (stereo unspecified)	4
114	CCn1cc(C(=O)N2CCC3(CC2)NC(=O)c2cccnc2N3C)c(=O)c2ccc(C)nc21	4
115	COc1ccccc1NC(=O)CCN1C(=O)/C(=C/c2cc(OC)c(OC)c(OC)c2)SC1=S	14
116	Cc1nnc(SCC(=O)NNC(=O)COc2ccc(Cl)cc2)n1CC1CCCO1 (stereo unspecified)	9
117	Cc1c(C(=O)NCC(C)n2cncn2)[nH]c2c(Cl)cccc12 (stereo unspecified)	7
118	c1cc2c(cc1C(N1CCNCC1)N1CCNCC1)OCO2	10
119	O=C1NC2(CCN(C(=O)CCc3cc(Cl)no3)CC2)Nc2ccc(Cl)cc21	6
120	O=c1[nH]c(/C=C\c2ccccc2F)nc(O)c1[N+](=O)[O-]	8
121	CC(C)(C)C1=NN(CC(=O)NCc2ccccn2)C(=O)c2cc3sccc3n2C1	6
122	COc1ccc(CN2CCC(O)(c3ccccc3)C2)cc1Cn1ccnc1 (stereo unspecified)	3
123	CN(N)c1cc(=O)n(C)c(=O)[nH]1	11
124	Cc1ccc2cc(C)c3nnc(SCC(=O)N4CCc5ccccc54)n3c2c1C	2
125	Cn1c(SCC(=O)Nc2ccccc2)nc2ccccc2c1=O	16
126	COc1cc(C(=O)NC2CCN(CC(=O)Nc3ccccc3F)CC2)cc(OC)c1OC	10
127	CC(C)c1nccn1CCC(=O)NC1(c2ccc(F)cc2)CCCC1	8
128	CCn1c(SCC(=O)Nc2ccc(NC(=O)c3ccc(Cl)cc3)cc2)nnc1-c1cccs1	14

# Taken from above.
# cpd 121 in PGE2 EP2 inh is entered as 6
# cpd 123 in PGE2 EP2 inh is entered as 11
# cpd 127 in PGE2 EP2 inh is entered as 8

# Reformatted as labelled records: part of the list above
127. CC(C)c1nccn1CCC(=O)NC1(c2ccc(F)cc2)CCCC1
  PGE2 EP2 inh: 8
121. CC(C)(C)C1=NN(CC(=O)NCc2ccccn2)C(=O)c2cc3sccc3n2C1
  PGE2 EP2 inh: 6

# High-throughput results deposited in PubChem BioAssay by Emory University Molecular Libraries Screening Center.
